Screening data deposited in PubChem BioAssay by several laboratories.
PfHsp90 yeast 2 = growth inhibition of PfHsp90-expressing yeast, primary screen, antimalarial PfHsp90 inhibitor project, S. cerevisiae, BacTiter-Glo luminescence, single point, set 2. BacTiter-Glo ATP, 48 h; yeast lacking PDR1 and PDR3 efflux regulators. inhibition, % at 9.4 µM. 0.32% of 310,000 active. AID 504621, 2011;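 active = every replicate shows inhibition above about 80%, whatever the replicate mean, limit read from the data; inconclusive = mean inhibition reaches the set limit but some replicate falls short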;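 also: 0% = DMSO neutral controls and 100% = 20 µM radicicol positive controls; yeast relying on Plasmodium falciparum Hsp90 in place of its own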
cardiac RTF act = cardiac RTF calcium sensitivity activators, primary screen, biochemical, IANBD-TnC fluorescence, EC20 calcium | IANBD-labeled TnC RTF fluorescence at EC20 calcium; 0% EC20 calcium, 100% full calcium | AID 493008, 2010 | 0.24% of 340,000 active | Troponin I, cardiac muscle (Homo sapiens) + Troponin T, cardiac muscle (Homo sapiens) + … | activation, % at 7.2 µM;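 active = activation above the mean over all tested compounds plus 3 SD, cut at about 30% in these data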;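 also: rise in fluorescence read as greater calcium sensitivity of cardiac thin filaments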
PvdQ acylase = P. aeruginosa PvdQ acylase inhibitors, primary screen, biochemical, fluorescence, plate reader and imaging, single point; inhibition, % at 10 µM; AID 488965, 2010; 0.063% of 340,000 active; purified PvdQ acylase; PvdQ acylase [Pseudomonas aeruginosa LESB58]; in the data active = inhibition above about 30%, passing the limit was not always enough; inconclusive = no clear call, values can overlap the other calls;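 also: 0% = vehicle neutral wells and 100% = reference inhibitor wells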
LANA DNA inh = inhibitors of KSHV C-LANA binding to DNA, primary screen, biochemical, fluorescence polarization, FAM-LBS DNA, MBP-C-LANA, single point | Kaposi's sarcoma herpesvirus LANA C-terminal domain (residues 932-1162) DNA binding | inhibition, % at 9 µM | 0.078% of 340,000 active;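 active = highest replicate inhibition at or above 60% at 9 µM, even if other replicates fall short; inactive = all replicates below 60% inhibition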;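 also: 0% = neutral control wells and 100% = 4 µM acridine orange control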
dFosB activator = activators of delta FosB homodimer, primary screen, biochemical, fluorescence polarization, TAMRA-CDK5 oligo, single point; Protein FosB (Mus musculus), P13346; purified delta FosB; percent of positive-control signal above neutral wells; activation, % at 25 µM; 0.99% of 340,000 active; AID 493131, 2011;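 active = mean activation above about 17%, with every replicate also reaching it, limit read from the data, passing the limit was not always enough; inconclusive = only one of the two conditions met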;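 also: fluorescence polarization rise as delta FosB binds a TAMRA Cdk5 AP-1 oligo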
RTF Ca sens inh = cardiac RTF calcium sensitivity inhibitors, primary screen, biochemical, IANBD-TnC fluorescence, EC70 calcium | AID 493244, 2011 | Troponin I, cardiac muscle (Homo sapiens) + Troponin T, cardiac muscle (Homo sapiens) + … | 0.12% of 340,000 active | IANBD-labeled cardiac RTF, Ca2+ fluorescence | inhibition, % at 7.15 µM;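 active = inhibition above the mean inhibition of all tested compounds plus 3 SD, cut at about 17% in these data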;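 also: assay run at fixed EC70 calcium of 1.6 mM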
Keap1 Nrf2 FP = Keap1-Nrf2 protein-protein interaction inhibitors, primary screen, biochemical, fluorescence polarization, single point. 0.15% of 340,000 active. inhibition, % at 9.4 µM. Keap1 Kelch-Nrf2 peptide fluorescence polarization, 1536-well. Kelch-like ECH-associated protein 1 (Homo sapiens), Q14145; in the data active = inhibition above about 12%; inconclusive = no clear call, values can overlap the other calls; inactive = below about 7.3%;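 also: human Keap1 Kelch domain with fluorescein labeled Nrf2 9mer peptide probe; 0% = neutral control wells and 100% = peptide positive control; higher means more block of Keap1 binding to Nrf2 peptide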
Target sequence (Q14145 whole entry, looked up, the tested form may be a part): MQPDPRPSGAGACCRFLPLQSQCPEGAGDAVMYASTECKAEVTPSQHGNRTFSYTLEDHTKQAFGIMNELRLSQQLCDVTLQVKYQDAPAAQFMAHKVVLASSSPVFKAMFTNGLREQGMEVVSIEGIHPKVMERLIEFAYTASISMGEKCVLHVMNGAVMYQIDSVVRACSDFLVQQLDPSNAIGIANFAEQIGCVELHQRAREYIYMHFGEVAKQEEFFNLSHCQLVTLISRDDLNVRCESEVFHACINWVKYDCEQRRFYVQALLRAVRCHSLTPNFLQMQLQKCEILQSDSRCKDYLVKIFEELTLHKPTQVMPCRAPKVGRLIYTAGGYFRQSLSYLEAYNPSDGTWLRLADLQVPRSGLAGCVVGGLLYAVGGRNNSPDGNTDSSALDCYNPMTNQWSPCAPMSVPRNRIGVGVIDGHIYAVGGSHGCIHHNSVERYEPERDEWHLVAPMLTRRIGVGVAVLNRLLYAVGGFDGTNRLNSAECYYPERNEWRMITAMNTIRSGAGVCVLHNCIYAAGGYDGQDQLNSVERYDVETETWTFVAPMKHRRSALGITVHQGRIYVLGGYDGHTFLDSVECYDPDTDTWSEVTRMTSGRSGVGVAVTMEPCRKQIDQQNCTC
SUMO Mot1 rescue = yeast Mot1-301 growth rescue at high temperature, primary screen, SUMOylation pathway inhibitor project, S. cerevisiae, ATP luminescence, 38.5C; S. cerevisiae Mot1-301 growth rescue; percent above DMSO median, 100 means doubled; growth rescue, % at 18.8 µM; 1% of 320,000 active; AID 2716, 2010;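 active = every valid replicate shows activation above 250% relative to neutral control wells; inactive = the rest, any valid replicate at or below 250%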;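 also: OY570 slx delta 5 strain wells were the positive control but not used for scaling; some compounds called inactive have numbers as strong as hits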
Rtt109 Vps75 = inhibitors of C. albicans Rtt109/Vps75 HAT, primary screen, biochemical, ThioGlo CoA-SH fluorescence, plate reader. Histone acetyltransferase RTT109 (Candida albicans (strain SC5314 / ATCC MYA-2876)), …. purified Rtt109/Vps75, 4 h. inhibition, % at 34.9 µM. 0.16% of 330,000 active. AID 540336, 2011;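 active = inhibition of at least 50% in every replicate; inconclusive = best replicate reaches 50% inhibition but some replicates fall short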
Target sequence (Q5AAJ8 whole entry, looked up): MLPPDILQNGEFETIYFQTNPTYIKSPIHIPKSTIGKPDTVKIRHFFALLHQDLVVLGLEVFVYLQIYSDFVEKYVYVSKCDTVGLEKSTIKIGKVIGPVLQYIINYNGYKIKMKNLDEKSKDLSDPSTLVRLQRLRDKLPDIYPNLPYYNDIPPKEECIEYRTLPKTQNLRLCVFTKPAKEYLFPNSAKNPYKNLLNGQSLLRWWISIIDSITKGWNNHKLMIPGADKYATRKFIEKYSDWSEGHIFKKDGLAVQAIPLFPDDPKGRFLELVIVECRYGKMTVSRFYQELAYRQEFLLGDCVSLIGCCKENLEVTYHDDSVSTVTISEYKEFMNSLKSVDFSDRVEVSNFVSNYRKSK
CDK5 p35 inh = inhibitors of human CDK5/p35 kinase, primary screen, biochemical, single concentration; Recombinant CDK5/p35, ADP-Glo luminescence, 60 min; Cyclin-dependent kinase 5 (Homo sapiens) + Cyclin-dependent kinase 5 activator 1 (Homo …; inhibition, % at 10 µM; 0.01% of 330,000 active;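 active = highest replicate inhibition of at least 50% and at least 75% of replicates reaching 50%; inconclusive = only one of the two criteria met; inactive = both criteria failed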;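 also: plate controls were DMSO neutral control for no effect and GW8510 at 10 µM for full effect; many of its hits are not listed in these tables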
NSD2 inh = NSD2 histone methyltransferase inhibitors, primary screen, biochemical, AlphaScreen, single concentration, set 2 | NSD2 peptide methylation, 120 min | Histone-lysine N-methyltransferase NSD2 (Homo sapiens), O96028 | 0.54% of 310,000 active | AID 743445, 2014 | inhibition, % at 12.5 µM; in the data active = inhibition above about 50%
* marks the source's active call; other numbers are inactive results; ? = inconclusive; nt = no result given.

The line under a structure holds: PfHsp90 yeast 2, cardiac RTF act, PvdQ acylase, LANA DNA inh, dFosB activator, RTF Ca sens inh, Keap1 Nrf2 FP, SUMO Mot1 rescue, Rtt109 Vps75, CDK5 p35 inh, NSD2 inh
- Cc1ccc(N2CCN(CCc3ccccc3)CC2)cc1
    -28, -3, -7, -0.7, -8, 3, 0, 7, 5, -0.4, 15
- COC(=O)C1=C(c2ccccc2)C[C@@H]2CC[C@H]1N2C(=O)NC(C)C
    9, 4, -2, 2.1, -2, 3, -1, 1, 9, 0.8, nt
- CCCCCn1c(NC(=O)c2ccco2)c(C(=O)OCC)c2nc3ccccc3nc21
    -9, 4, 2, 0.5, -12, -13, -9, -4, 34, 0.6, nt
- COc1ccc(Cl)cc1C(=O)C1CCCN(Cc2cnc(C)s2)C1 (stereo unspecified)
    -16, 5, -5, -1.8, -4, 1, -4, 151, 2, 1.0, -1
- CCOC(=O)C1=C(C)N(C)C2(C)CC1c1ccccc1O2 (stereo unspecified)
    7, -2, 5, 0.3, -4, -8, ?, -7, 2, 0.0, -5
- COc1ccc(C2SCC(=O)Nc3c2c(=O)[nH]n3C2CCCCCC2)cc1 (stereo unspecified)
    -60, 9, -5, 0.2, 6, -13, 0, 0, 3, -0.7, 22
- NC(=O)OCCCc1ccccc1
    18, 6, -16, 1.6, 7, -2, -1, 86, -3, -1.7, nt
- CC(C)(C)n1c(O)c(C=Nc2ccc3c(c2)CCC3)c(=O)[nH]c1=O
    -13, 1, 0, -1.2, -8, -2, 1, 1, 7, 0.1, -2
- O=c1c2ccccc2nc(-c2ccco2)n1-c1ccccn1
    -15, -3, -3, 1.9, -1, -4, 0, 20, -6, -2.8, -2
- Cc1cc(O)c(CN2CCN(c3ccccc3)CC2)cc1C
    6, 0, -6, -0.8, 6, -1, -3, -1, 3, 0.8, -1

Profiles, looked up by structure. Order of values: PfHsp90 yeast 2	cardiac RTF act	PvdQ acylase	LANA DNA inh	dFosB activator	RTF Ca sens inh	Keap1 Nrf2 FP	SUMO Mot1 rescue	Rtt109 Vps75	CDK5 p35 inh	NSD2 inh
O=c1c2ccccc2nc(-c2ccco2)n1-c1ccccn1 as listed: -15	-3	-3	1.9	-1	-4	0	20	-6	-2.8	-2
CCCCCn1c(NC(=O)c2ccco2)c(C(=O)OCC)c2nc3ccccc3nc21 as listed: -9	4	2	0.5	-12	-13	-9	-4	34	0.6	nt

Later entries
The line under a structure holds: PfHsp90 yeast 2, cardiac RTF act, PvdQ acylase, LANA DNA inh, dFosB activator, RTF Ca sens inh, Keap1 Nrf2 FP, SUMO Mot1 rescue, Rtt109 Vps75, CDK5 p35 inh, NSD2 inh
- COc1ccc(Cc2c(O)[nH]c(=O)[nH]c2=O)c(OC)c1
    10, -1, -8, 1.4, -2, 5, -1, -1, 1, 2.3, 0
- O=C(Cc1ccccc1[N+](=O)[O-])N1CCN(Cc2ccc3c(c2)OCO3)CC1
    -4, nt, -17, 1.8, 0, nt, 1, 6, -3, -2.2, 0
- Cc1cccc(OP(=O)(Oc2ccccc2)OC(c2ccccc2)C(F)(F)F)c1 (stereo unspecified)
    7, 5, -9, -1.2, -3, -13, 3, -12, -43, -1.3, -7
- CCOP(=S)(OCC)Oc1cc(C)nc(C(C)C)n1
    6, 0, -9, 2.3, -2, 2, -4, nt, -4, 0.0, nt
- N#Cc1c(/N=C/c2ccc(O)cc2O)sc2c1C1CCN2CC1
    0, 4, -8, -1.0, 0, -10, -5, 75, 4, 3.4, 2
- O=C1NC(=O)N(CCC2=CCCCC2)C(=O)/C1=C/c1ccc(O)cc1
    nt, 0, -10, 0.9, 4, -5, -8, -16, 15, 0.1, 28
- Cc1sc2nc(COC(=O)Cc3ccccc3)[nH]c(=O)c2c1C
    12, 5, -9, 1.1, -2, -4, 3, 1, 7, 0.5, 2
- CCCCOc1nc2ccccc2c(=O)n1-c1ccccc1
    -60, -4, -14, 0.3, -14, -21, -4, 10, -12, 0.9, -5
- Cn1cc(C(=O)N2CCC3(CC2)OCCO3)c2c3ccccc3n(C)c2c1=O
    -29, 4, 4, 0.2, -6, -5, -3, 2, -14, 1.9, -3
- O=C(COc1ccc2ccccc2c1)N1CCN(CC2CC3C=CC2C3)CC1 (stereo unspecified)
    5, -5, -14, 0.7, -11, -6, -3, -15, 17, -2.8, 5
- O=C1CSC2N1CCNC21CCCCC1 (stereo unspecified)
    -5, 6, -15, 0.2, 4, -7, -1, -10, 3, 2.7, nt
- C[n+]1ccc(-c2ccncc2)cc1
    -3, -1, -9, 2.5, -6, -10, -2, -17, -4, -0.4, -2
- COc1cccc(N2C(=O)CC(=O)NC2=O)c1
    -13, 4, -2, 2.2, 10, -8, -2, 152, -1, -4.6, -1
- COc1cccc(-n2c(O)c(C=NCCN3CCOCC3)c(=O)[nH]c2=O)c1
    4, 4, -16, 0.4, 6, -9, 0, -25, 3, -1.4, -4
- COc1ccccc1-n1c(O)c(C=NCCCn2ccnc2)c(=O)[nH]c1=O
    2, 2, -8, 1.7, -6, -31, -1, -9, -4, 3.8, -1
- COc1cc(CN2CC=C(c3ccc(F)cc3)CC2)cc(OC)c1
    -9, -6, -8, -1.3, -9, -8, 5, 2, -2, -0.6, nt
- CN1CCN(Cc2ccc(N)cc2)CC1
    21, 1, -18, -1.3, -4, -13, -3, 2, -1, 0.8, -4
- CC(CCc1ccccc1)NCCC#N (stereo unspecified)
    -8, 6, -10, 2.3, 4, -6, 2, -11, -3, 1.8, 33
- N[C@@H](Cc1c[nH]c2ccccc12)c1nnc(SCc2c(F)cccc2Cl)o1
    nt, 0, -17, -0.4, -18, 0, -7, 2, -2, -2.5, 35
- CC(C)OC(=O)Cc1ccccc1
    17, -4, -6, 0.4, -4, 1, -1, 4, -13, -1.1, nt
- Cc1c(C)c2ccc(OCC(=O)N3CCC(C(=O)O)(c4ccccc4)CC3)cc2oc1=O
    8, 10, -5, -2.3, -5, -5, -1, -13, -1, -1.0, nt
- COc1ccccc1N1CCN(Cc2cc(C)c(C)cc2O)CC1
    7, 2, -22, -2.5, -8, -8, -2, -2, 0, -1.1, 3
- Oc1cc2c(cc1CN1CCN(c3ccccc3)CC1)OCO2
    -22, -4, -10, 1.5, -5, 4, -1, 11, 4, 0.3, 1
- CC1CN(c2cc([N+](=O)[O-])ccc2Cl)CC(C)N1 (stereo unspecified)
    14, -8, 1, 0.1, 1, 13, -3, -9, -6, -1.1, 7
- CC(Cc1ccccc1Sc1ccccc1)N(C)C (stereo unspecified)
    15, 1, 5, 0.8, 4, 8, -1, 16, -6, 0.4, 11
- Cn1c(=O)n(CC(=O)N2CCC3(CC2)OCCO3)c(=O)c2ccccc21
    -8, -2, 7, 0.3, -9, -2, -2, 12, 9, 0.0, -1
- O=C1NC(=O)N(Cc2ccccc2)C(=O)/C1=C/C=C/c1ccco1
    9, 5, -5, -0.6, -21, -38, 5, nt, -4, -1.1, 28
- Cc1ccc(-c2nc3ccccc3c(=O)n2-c2cccnc2)cc1
    13, 2, -1, -1.0, -9, 5, -2, -9, 11, 0.2, -1
- CC(=O)NC(Cc1ccc(N(CCCl)CCCl)cc1)C(=O)NCC(=O)NCC(=O)O (stereo unspecified)
    38, 2, -6, 1.6, -9, -9, -2, -1, 0, 0.6, 0
- CCCC(=O)NC(Oc1ccc(C(C)=O)cc1)C(Cl)(Cl)Cl (stereo unspecified)
    -26, 1, -15, -1.0, -11, -12, -7, 272, -6, 0.5, -3
- COc1cc([N+](=O)[O-])c2nc(C)ccc2c1[N+](=O)[O-]
    -1, -1, -16, -3.6, -6, 2, -3, nt, 9, -2.5, -11
- CCOC(=O)[C@]1(C#N)[C@@H]2C=CC(C(C)=O)=CN2[C@@H](C(N)=O)[C@@H]1c1ccsc1
    1, -1, -10, 5.7, -9, -11, 3, -4, 4, -0.5, 1
- Cc1ccc2c(c1)CC1(CN2C)C(=O)NC(=O)N(C(C)C)C1=O (stereo unspecified)
    nt, 8, -12, 0.2, -6, -9, -10, 4, -6, 1.7, nt
- CN1C(=O)/C(=C/c2ccc(Cl)s2)C(=O)NC1=S
    94*, 2, -13, -0.4, 4, -5, -2, 443, 6, 2.1, 5
- O=[N+]([O-])c1c2ccccc2cc2ccccc12
    nt, -6, -6, -3.0, 8, -5, 2, 30, 16, 0.1, nt
- COC(=O)C1=C(C)OC(N)=C(C#N)C12C(=O)Nc1ccccc12 (stereo unspecified)
    -7, 4, 1, 0.1, 2, -1, 0, -15, -10, 0.2, -3
- NCc1cc(=O)[nH]o1
    -20, 5, -5, 2.3, -4, -5, -1, -1, -4, -0.5, nt

A portion of the library; rates above refer to the full screens.
